Compound activity as filed in PubChem BioAssay.
PTAP TSG101 blk: blocks PTAP/TSG101 interaction to inhibit HIV-1 budding; Q99816; Potency, µM (highest dose often 115 µM), without a hit: at the highest dose activity change, negative = inhibition, actives largely listed as inhibitors; AID 493005; Fluorescence polarization, FITC-PTAP peptide / Tsg101 binding; 340,000 tested, under 10 active; active means well fitted inhibition curve with a large enough effect in the main read-out, with a control signal flat, not every such curve was filed as active; inconclusive means small, poorly fitted or top-dose-only effect, or effect the other way, or a change in a side signal; inactive means no such curve, though single readings can be large or run the other way; further: potency means the concentration at half of the fitted maximal effect; % of control where 0% means no effect
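Steps: Tsg101 binding domain dispensed (10 uM final), compounds pinned in DMSO, FITC-labeled PTAP-motif peptide added (50 nM final); after 20 min binding at room temperature, polarization measured.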
Menin MLL FP TR: inhibitors of human menin-MLL interaction, mutant MLL peptide; Potency, µM (doses to about 61.6 µM), for inactives: at the highest dose FP activity change, negative = inhibition, hits mostly inhibitors; hit rate 0.23% among 270,000; O00255; Menin + Texas Red MLL mutant peptide, fluorescence polarization; active means well fitted inhibition curve with a large enough effect in the polarisation, with a control signal flat, not every such curve was filed as active; inconclusive means small, poorly fitted or top-dose-only effect, or effect the other way, or a change in a side signal; inactive means no such curve, though single readings can be large or run the other way; the % refers to the polarisation; further: potency means the concentration at half of the fitted maximal effect; % of control where 0% means no effect; many of its hits are not listed in these tables
FBPA coupling cs: counter-screen for Giardia aldolase inhibitors: coupling enzyme system; activity change, negative = inhibition, % at 58.2 µM, hits read low; AID 2472; coupling enzyme system counterscreen, AmpLite Red fluorescence; hit rate 0.67% among 290,000; in the data active means activity change below about -30%; further: on the % scale 0 is the no-effect control and ±100 the full control effect
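Activity here indicates interference with the coupling reaction, not aldolase inhibition. Compounds at 57.5 uM final met coupling enzymes for 10 min at RT; substrate and AmpLite Red detection followed, with a 525/598 nm fluorescence read after 20 min.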
B2AR arrestin: beta2AR (human) beta-arrestin recruitment activity. hit rate 0.02% among 330,000. Potency, µM (top dose mostly 46.1 µM), for inactives: at the highest dose activation, usual class: activators. beta-arrestin recruitment to beta2AR, cell-based reporter. P07550;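 further: potency means the concentration at half of the fitted maximal effect; 0% = DMSO controls and full agonism = EC100 isoproterenol or metaproterenol; nearly all actives have a fitted effect of over 65% in size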
PKM2 activator: PKM2 (human) enzyme activation; P14618; hit rate 0.34% among 260,000; Potency, µM (titrated, usually from 57.5 µM), for the others: at the highest dose activation, hits mostly activators; purified PKM2, Kinase-Glo ATP luminescence, activation; response scale: 0% is enzyme alone, no compound; AID 1631; further: potency means the concentration at half of the fitted maximal effect; on the % scale 0 is the no-effect control and ±100 the full control effect; nearly all actives have a fitted effect of over 55% in size
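Purified hPK-M2 (>95% pure) converted ADP (0.1 mM final) to ATP with 0.5 mM PEP in 50 mM imidazole pH7.2, KCl, MgCl2, Tween 20, BSA; 1 h at room temperature. ATP detected by Kinase-Glo luminescence.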
Integrin act MD: integrin-mediated muscular dystrophy alleviation activation; alpha7betagal myoblasts, beta-gal FDG fluorescence, 48 h; hit rate 0.064% among 350,000; Potency, µM (highest dose often 38.3 µM), for the others: top-dose activation, usual class: activators; AID 624291;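 further: potency means the concentration at half of the fitted maximal effect; 100% = response of the positive control SU9516; nearly all actives have a fitted effect of over 60% in size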
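alpha7betagal+/- myoblasts (passage 13, 250/well) treated 48 h at 37C with compounds at 1:260 dilution of DMSO stock. Lysed, then beta-galactosidase activity read as FDG fluorescence (ex 480/em 540) after 30 min, with pre-read for autofluorescence.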
BCR signal inh: chronic active BCR signaling inhibition | ABC-DLBCL IkBa-CBG/CBR reporter, luminescence ratio, 4 h | Potency, µM (series often up to 46.1 µM), without a hit: at the top dose ratio change, negative = lower green/red ratio, most hits filed as inhibitors | hit rate 0.05% among 340,000; active means well fitted inhibition curve with a large enough effect in the signal ratio, with a control signal flat, not every such curve was filed as active; inconclusive means small, poorly fitted or top-dose-only effect, or effect the other way, or a change in a side signal; the % refers to the signal ratio;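 further: potency means the concentration at half of the fitted maximal effect; plate controls were basal doxycycline-induced cells for no effect and cells given 10 µM MG132 for full effect; MG132 reads +100%, hits lower the ratio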
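Cell line TMD8 (human ABC DLBCL), stably expressing tet-inducible CBG68-IkBa fusion and CBR; IMDM/0.5% FBS; cpd up to 46 uM; dox induction, 4 h, 37C/5% CO2; dual luminescence; green/red ratio; MG132 control.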
GALK inh: galactokinase (human) inhibition | Purified GALK, Kinase-Glo residual ATP luminescence | Potency, µM (doses to about 57.5 µM), for inactives: at the highest dose activity change, negative = inhibition, usual class: inhibitors | hit rate 0.007% among 270,000; further: potency means the concentration at half of the fitted maximal effect; on the % scale 0 is the no-effect control and ±100 the full control effect
Target sequence (P51570 whole entry, looked up): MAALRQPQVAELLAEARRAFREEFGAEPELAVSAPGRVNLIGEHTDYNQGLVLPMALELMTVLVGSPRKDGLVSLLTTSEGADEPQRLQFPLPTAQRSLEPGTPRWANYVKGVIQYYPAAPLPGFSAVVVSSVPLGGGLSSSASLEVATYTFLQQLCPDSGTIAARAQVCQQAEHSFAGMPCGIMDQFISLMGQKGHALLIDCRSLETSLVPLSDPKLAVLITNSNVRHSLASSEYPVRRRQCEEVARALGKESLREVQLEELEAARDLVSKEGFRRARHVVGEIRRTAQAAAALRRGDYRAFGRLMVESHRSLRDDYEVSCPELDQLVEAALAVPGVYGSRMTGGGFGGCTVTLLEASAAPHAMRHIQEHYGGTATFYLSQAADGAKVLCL
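5 nM enzyme, 35 uM ATP, 100 uM galactose, 20 mM HEPES pH8.0, 5 mM MgCl2; 1 h RT; residual ATP by Kinase-Glo Plus luminescence, qHTS format.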
Tb PFK block: inhibitors of T. brucei phosphofructokinase; T. brucei PFK, ADP-Glo luminescence; hit rate 0.17% among 330,000; Potency, µM (series often up to 57.5 µM), inactives show top-dose activity, negative = inhibition, hits mostly inhibitors; AID 485367; O15648;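 further: potency means the concentration at half of the fitted maximal effect; 0% = uninhibited 1x PFK enzyme wells and -100% = no-enzyme wells; nearly all actives have a fitted effect of over 60% in size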
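Luminescent ADP detection (ADP-Glo, two-step: ATP depletion then ADP-to-ATP conversion for luciferase) reported PFK activity after 45 min room-temperature reaction of 1.25 nM enzyme with 0.5 mM F6P and 0.1 mM ATP at pH 8.0.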
Giardia kill: Giardia lamblia killing; hit rate 0.15% among 340,000; activity change, % at 7.66 µM, hits read low; Giardia lamblia trophozoite viability; in the data active means activity change below about -80%; inconclusive means between about -30% and that limit;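 further: parasites exposed to compound for two days anaerobically before the ATP read; on the % scale 0 is the no-effect control and ±100 the full control effect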
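Luminescence from cellular ATP indicates surviving trophozoites (100 cells/well) following 48 hrs anaerobic compound treatment at 37 deg C; signal develops 15-30 min at room temperature.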
ASM inhibitor: inhibitors of human secretory acid sphingomyelinase; hit rate 0.006% among 340,000; Potency, µM (highest dose often 57.5 µM), without a hit: top-dose activity change, negative = inhibition, most hits filed as inhibitors; P17405; placental ASM, HMU-PC fluorogenic substrate, 60 min; further: potency means the concentration at half of the fitted maximal effect
Target sequence (P17405 47-631 limits assumed): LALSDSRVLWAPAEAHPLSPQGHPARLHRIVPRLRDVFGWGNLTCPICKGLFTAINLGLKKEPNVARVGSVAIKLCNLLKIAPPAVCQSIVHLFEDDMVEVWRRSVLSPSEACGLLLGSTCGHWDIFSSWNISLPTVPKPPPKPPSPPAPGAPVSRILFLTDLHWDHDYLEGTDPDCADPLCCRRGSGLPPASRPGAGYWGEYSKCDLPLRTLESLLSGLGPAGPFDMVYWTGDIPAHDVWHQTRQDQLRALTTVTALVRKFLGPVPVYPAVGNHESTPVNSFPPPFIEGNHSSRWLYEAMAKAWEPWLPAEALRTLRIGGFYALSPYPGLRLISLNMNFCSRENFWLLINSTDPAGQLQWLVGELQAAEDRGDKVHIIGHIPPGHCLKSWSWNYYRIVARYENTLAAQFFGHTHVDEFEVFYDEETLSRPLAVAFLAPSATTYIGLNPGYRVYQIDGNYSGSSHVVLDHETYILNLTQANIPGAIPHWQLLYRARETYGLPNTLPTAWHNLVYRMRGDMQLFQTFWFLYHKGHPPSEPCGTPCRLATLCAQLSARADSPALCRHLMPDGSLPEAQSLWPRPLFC
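Fluorescence read-out (Ex 386 nm, Em 447 nm) after stopping the reaction at pH 10. Enzyme: ASM from human placenta; substrate HMU-PC0, 9 uM final; 60 min, 37 °C. Compound preincubation 10 min, ambient temperature.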
Numbers without * were called inactive; ? = inconclusive; nt = not tested or not shown; [ ] = remark or other dose. Unless noted, the call rests on the fitted dose curve; in most records, active means well fitted curve in the direction sought with a large enough effect; inconclusive means small, poorly fitted or top-dose-only effect, or another doubt; inactive means no such curve, though single readings can be large; an effect the other way counts as inactive or inconclusive.

SMILES	PTAP TSG101 blk	Menin MLL FP TR	FBPA coupling cs	B2AR arrestin	PKM2 activator	Integrin act MD	BCR signal inh	GALK inh	Tb PFK block	Giardia kill	ASM inhibitor
COc1ccc(C(=O)Nc2oc(-c3ccccc3)c(-c3ccccc3)c2C#N)cc1OC	-4%	?	2	0.0%	-2%	-18%	?	2%	-7%	7	-22%
OCCNCc1cc(Br)ccc1OCc1ccc(Cl)cc1	-6%	-17%	0	-0.3%	1%	-40%	6%	0%	-10%	4	-2%
Cc1ccc(C(=O)Cc2nc3ccccc3[nH]2)cc1	-2%	-2%	-1	5.2%	nt	-12%	?	-3%	0%	-2	36%[activator]
COc1ccc(N2C(=S)NC(C)(C)CC2(C)c2ccc(OC(C)=O)cc2OC(C)=O)cc1 (stereo not drawn)	0%	-13%	4	3.1%	4%	?	?	0%	-2%	-12	0%
Cc1cc2c(NC(=O)Nc3ccc(C(C)(C)C)cc3)cccc2nn1	0%	nt	-25	-0.2%	?	24%	-3%	0%	-2%	-25	?
CCOc1ccc(N2C(=O)CC(NC3CCN(C(=O)c4ccc(F)cc4)CC3)C2=O)cc1 (stereo not drawn)	-1%	?	2	2.6%	1%	-8%	5%	-8%	11%	18	-3%
COc1ccc(-c2nnc(NC(=O)c3ccc(F)cc3)o2)cc1	1%	11%	-1	-2.2%	-1%	-8%	-9%	-3%	3%	-18	-1%
COc1ccccc1NC(=S)N1CCN(Cc2ccc3c(c2)OCO3)CC1	-1%	0%	2	2.5%	1%	14%	-1%	0%	-1%	-5	5%
CN(C)c1ccc(S(=O)(=O)c2ccc(Cl)cc2)cc1	0%	-29%	0	-1.1%	4%	-14%	1%	-3%	0%	4	5%
CCC(C)[C@@H]1NC(=O)N(CCCN2CCCC2=O)C1=O (stereo partly drawn)	-2%	-10%	4	-1.2%	nt	?	9%	nt	-13%	-16	4%
CCOC(=O)C1(CCCc2ccccc2)CCN(C(=O)c2cc(C)nc(C)n2)CC1	-5%	?	0	0.2%	-2%	37%	-2%	3%	-2%	?	-1%
CC(C)(C)NC(=O)c1cccc(NC(=O)CSc2ccccc2)c1	1%	9%	0	-0.4%	-2%	17%	1%	2%	0%	-10	0%
CCC(CC)c1nnc(NC(=O)CS(=O)(=O)c2ccccc2)s1	-3%	-4%	5	-0.6%	0%	2%	8%	-1%	1%	5	1%
Cc1ccc(NC(=O)CCC(=O)N2CCOCC2)nc1	-2%	nt	nt	0.0%	nt	18%	6%	nt	7%	-9	2%
CCCCN1C(=S)NC[C@@H]1C(C)CC (stereo partly drawn)	-6%	-2%	1	0.1%	3%	-2%	9%	-2%	0%	6	2%
CCCCCn1cnc2sc(CC)cc2c1=O	-1%	-6%	0	-0.7%	-22%	-2%	2%	-1%	-18%	4	-4%
CCn1c(=O)[nH]c2cc(C(=O)N3CCN(c4ccccc4)CC3)ccc2c1=O	-4%	-1%	0	0.2%	7%	-10%	21%	0%	-4%	10	13%
COc1ccc(/C=N/NC(=O)c2cc(C34CC5CC(CC(C5)C3)C4)[nH]n2)cc1OC	0%	-3%	0	-0.8%	-8%	3%	9%	-2%	-5%	1	-17%
O=c1[nH]n(-c2cccc(Cl)c2)c2ncccc12	-4%	?	4	-0.2%	0%	-11%	?	-4%	0%	-9	-1%
Cc1c(CNC(=O)c2cnn3c2NC(c2ccc(Br)cc2)CC3C(F)(F)F)cnn1C (stereo not drawn)	-5%	32%[activator]	3	0.0%	5%	-24%	-9%	-1%	12%	8	-1%
COc1cc(SSc2cc(OC)cc([N+](=O)[O-])c2N)c(N)c([N+](=O)[O-])c1	-3%	?	-30*	14µM*	-60%	0%	?	8%	3.4µM*	-25	-14%
COc1ccc(OC)c(S(=O)(=O)N2CCN3CCCC3C2)c1 (stereo not drawn)	-2%	3%	-5	-0.8%	0%	20%	6%	0%	-2%	-5	10%
Cc1cc(-c2ccc(S(=O)(=O)Nc3ccc(C#N)cc3)s2)on1	-6%	nt	nt	0.4%	nt	0%	4%	1%	0%	11	-1%
Cc1ccc(C2(O)CN(c3ccccc3)C3=[N+]2CCS3)cc1 (stereo not drawn)	0%	5%	0	0.0%	0%	13%	23%	-4%	-3%	-8	-1%
O=C(CNC(=O)C1COc2ccccc2O1)Nc1ccc(F)c(F)c1 (stereo not drawn)	0%	nt	nt	-0.3%	nt	10%	1%	nt	?	5	-1%
SMILES	PTAP TSG101 blk	Menin MLL FP TR	FBPA coupling cs	B2AR arrestin	PKM2 activator	Integrin act MD	BCR signal inh	GALK inh	Tb PFK block	Giardia kill	ASM inhibitor
O=C(NC1CCCCC1)c1c2c(nc3ccccc13)CCC2	-5%	-1%	-1	-0.1%	3%	-3%	10%	0%	6%	14	0%
COc1ccc(C2C(C(=O)N3CCCC3)c3cc(OC)c(OC)cc3C(=O)N2C)cc1OC (stereo not drawn)	-3%	-1%	3	-0.1%	7%	-7%	-1%	1%	4%	-4	-1%
O=C1CCc2cc(NS(=O)(=O)c3ccc([N+](=O)[O-])cc3)cc3c2N1CC3	0%	nt	nt	-0.3%	nt	?	-6%	nt	2%	-10	1%
CCCCN(C(=O)c1cc2c(s1)CCCC2)c1c(N)n(CCC)c(=O)[nH]c1=O	-2%	nt	nt	-0.1%	nt	-15%	?	nt	-2%	-11	3%
CC(O)CN(Cc1cccc(Cl)c1)CC(C)O (stereo not drawn)	-3%	1%	2	-0.2%	-7%	-1%	?	-1%	12%	24	3%
CC(=O)N1CCc2c(sc3c2c(=O)n(-c2ccccc2)c(=O)n3CC(=O)NCC2CCCO2)C1 (stereo not drawn)	-3%	3%	-1	-1.1%	4%	-7%	-3%	nt	2%	-13	3%
O=C1CCC(C(=O)N2CCCCO2)CN1Cc1ccc(Cl)cc1 (stereo not drawn)	nt	-10%	2	-0.4%	1%	?	1%	-3%	2%	-2	1%
N#CC1=C(N)Oc2ccccc2C12C(=O)Nc1n[nH]c(-c3ccccc3)c12 (stereo not drawn)	-1%	12%	1	-0.2%	6%	1%	-13%	0%	-7%	-13	0%
COc1ccc(C2NC(=O)c3ccccc3N2)cc1 (stereo not drawn)	-8%	9%	1	-0.1%	nt	0%	?	0%	0%	-21	203%[activator]
COc1ccccc1NC(=O)c1nn(-c2cccc(C(F)(F)F)c2)ccc1=O	-5%	47%[activator]	nt	-0.5%	0%	22%	2%	-1%	-5%	-2	-7%
COC(=O)COc1ccc2c(=O)c(Oc3ccccc3Br)coc2c1	0%	?	2	0.0%	nt	0%	-2%	3%	-1%	-8	1%
S=C(Nc1ccc(Br)cc1)NC1CCCC1	-2%	24%	3	0.1%	-1%	-17%	?	0%	0%	12	1%
CC(C)CC(NS(=O)(=O)c1ccccc1S(=O)(=O)NC(CC(C)C)C(=O)O)C(=O)O (stereo not drawn)	-2%	3%	0	-0.9%	-1%	-6%	-11%	nt	1%	-15	2%
O=C1C(Cl)=C(N2CCCCC2)C(=O)N1Cc1ccccc1	-2%	6%	5	-1.4%	2%	12%	?	1%	-3%	10	-3%
Cc1noc(C)c1COC(=O)C1(c2cccc(F)c2)CCCC1	-4%	-1%	4	-0.9%	0%	14%	2%	8%	4%	-1	-7%
CCCc1nn(C)c(C(=O)Nc2ccccc2)c1Cl	0%	8%	0	-0.2%	2%	23%	-13%	nt	-2%	-18	-1%
CNC(=S)N1CCN(c2ccc(OC)cc2)CC1	-2%	13%	0	-0.6%	-12%	17%	-7%	0%	-2%	8	5%
CCOc1ccccc1NC(=O)CSc1ccc([N+](=O)[O-])cc1	-3%	-4%	-2	0.2%	9%	6%	-2%	3%	-13%	-3	-2%
O=C(CCn1c(=O)c2ccccc2n(Cc2cccnc2)c1=O)NCc1ccc2c(c1)OCO2	-4%	?	-1	-0.2%	-7%	-16%	?	-1%	-2%	-13	5%
CCCN(CCC)C(=O)c1cc(S(=O)(=O)N2CCCCC2)c[nH]1	-1%	11%	0	-0.5%	2%	26%	?	nt	0%	-15	5%
CCN(CC)c1nc2ccccc2[nH]c1=O	-2%	nt	-2	0.1%	6%	0%	4%	-2%	0%	-5	0%
Cc1ccccc1OCC(=O)Nc1cccc(S(=O)(=O)NC2=NCCCCC2)c1	1%	nt	nt	0.1%	nt	12%	?	nt	-1%	17	1%

These rows are one share of the data, so the mix of outcomes need not match the whole.
